# Screens (PubChem)
# Sm TGR block: inhibitors of Schistosoma mansoni thioredoxin glutathione reductase | Q962Y6 | AID 485364 | purified TGR, DTNB reduction, TNB absorbance 405 nm | Potency, µM (highest dose often 114 µM), for inactives: at the top dose activity change, negative = inhibition, actives largely listed as inhibitors | actives 3% (n = 360,000); also: potency is read from the fitted curve at half-maximal effect; nearly all actives have a fitted effect of over 60% in size
#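 First, TGR (20 nM dispensed) and NADPH were mixed with compound. Second, a 15 min room-temperature incubation followed. Third, further NADPH and then DTNB were added to start the reaction. Finally, TNB absorbance was monitored kinetically.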
# AMA1 RON2 block: AMA1-RON2 (P. falciparum) interaction inhibition; AlphaScreen AMA1-biotinylated RON2 peptide binding; Potency, µM (series often up to 58.2 µM), for the others: at the top dose activity change, negative = inhibition, usual class: inhibitors; actives 0.2% (n = 360,000); AID 720542;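 also: potency is read from the fitted curve at half-maximal effect; 0% = vehicle wells and -100% = peptide control; nearly all actives have a fitted effect of over 45% in size; some results filed as inactive show a strong effect at the top dose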
#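 AMA1 (3D7) with his tag at 25 nM final met compounds first, then biotinylated RON2 peptide at 25 nM; detection used donor plus acceptor beads, 10 µg/mL apiece, read by AlphaScreen after 30 min at room temperature.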
# HCV inh: inhibitors of hepatitis C virus infection; actives 3.4% (n = 340,000); Huh7.5.1 HCVcc-Cre infection, luciferase reporter, 44 h; Potency, µM (highest dose often 41.8 µM), inactives show at the highest dose activity change, negative = inhibition, hits mostly inhibitors; also: potency is read from the fitted curve at half-maximal effect
#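 1,000 cells/well; 4 h culture; + compound; + HCVcc-Cre (~0.5 moi); 44 h; luciferase substrate, RT 15 min; read 15 sec.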
# Giardia FBPA inh: blocks Giardia fructose-bisphosphate aldolase activity. A8B2U2. purified Giardia FBPA. Potency, µM (highest dose often 59.6 µM), without a hit: top-dose activity, negative = inhibition, hits mostly inhibitors. actives 0.71% (n = 290,000). AID 2451; also: potency is read from the fitted curve at half-maximal effect; nearly all actives have a fitted effect of over 55% in size
# Target sequence (A8B2U2 whole entry, looked up): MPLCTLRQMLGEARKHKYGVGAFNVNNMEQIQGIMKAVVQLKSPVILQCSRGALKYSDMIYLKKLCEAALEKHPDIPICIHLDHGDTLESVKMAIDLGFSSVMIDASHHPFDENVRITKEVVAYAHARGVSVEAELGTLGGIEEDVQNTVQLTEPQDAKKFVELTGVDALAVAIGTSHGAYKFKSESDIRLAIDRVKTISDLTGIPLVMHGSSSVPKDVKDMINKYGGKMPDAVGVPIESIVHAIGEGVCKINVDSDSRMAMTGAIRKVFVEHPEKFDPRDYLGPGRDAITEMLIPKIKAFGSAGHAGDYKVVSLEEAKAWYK
#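 40 nM FBPA preincubated 10 min at RT with compound (up to 57.5 uM final), then substrate plus GAPDH/TPI/NAD/arsenate coupling and diaphorase/resazurin added. Fluorescence read after 20 min at RT, 525/598 nm.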
# AmpC inh detg: inhibitors of E. coli AmpC beta-lactamase with detergent. AmpC hydrolysis of nitrocefin, absorbance 480 nm, 0.01% Triton. AID 485294. Potency, µM (titrated, usually from 114 µM), for inactives: at the top dose activity change, negative = inhibition, hits mostly inhibitors. actives 0.041% (n = 370,000). P00811;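 also: potency is read from the fitted curve at half-maximal effect; 0% = no-compound wells and -100% = no-enzyme wells; nearly all actives have a fitted effect of over 25% in size; some results filed as inactive show a strong effect at the top dose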
# Target sequence (P00811 whole entry, looked up): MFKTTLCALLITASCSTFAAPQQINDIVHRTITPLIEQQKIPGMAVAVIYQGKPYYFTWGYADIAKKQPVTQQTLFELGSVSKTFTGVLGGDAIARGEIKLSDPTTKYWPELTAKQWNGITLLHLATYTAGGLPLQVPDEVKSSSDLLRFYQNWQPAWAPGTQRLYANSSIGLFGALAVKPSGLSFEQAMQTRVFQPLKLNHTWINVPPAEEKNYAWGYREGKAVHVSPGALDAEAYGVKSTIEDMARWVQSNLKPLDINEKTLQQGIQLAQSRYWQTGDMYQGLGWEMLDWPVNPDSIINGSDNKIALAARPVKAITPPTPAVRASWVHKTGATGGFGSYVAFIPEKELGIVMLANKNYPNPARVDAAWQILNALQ
#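 20 mM phosphate pH 7.0 + 0.01% (detergent screen) or 0.0001% Triton X-100; 5.3 nM AmpC reagent; cpd preinc 15 min RT; nitrocefin (800 uM stock) to start; A480 q20 s × 4 min; Activity was normalised to no-enzyme and no-compound control wells.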
# HCMV inh: blocks human cytomegalovirus replication; HFF cells, HCMV-luciferase reporter, 72 h; stronger effect = lower value; activity change, negative = inhibition, % at 57.5 µM; actives 4.5% (n = 410,000); AID 1259415; in the data active = activity change below about -60%; inconclusive = no clear call, values can overlap the other calls; inactive = above about -39%
#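 Steps: HFFs plated, 16 h 37C; compounds added; HCMV-luciferase added to MOI 1 PFU/cell; 72 h 37C; OneGlo reagent, 5 min room temperature; luminescence read, normalized to controls.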
# Numbers without * were called inactive; ? = inconclusive; / = no result given; & = joins results of further samples; [ ] = remark or other dose. Unless noted, calls follow the shape of the dose curve; as a rule, active = well fitted curve in the direction sought with a large enough effect; inconclusive = small, poorly fitted or top-dose-only effect, or another doubt; inactive = no such curve, though single readings can be large; an effect the other way counts as inactive or inconclusive. Unless noted, % is scaled to controls: 0 for no effect and ±100 for the full control effect.
no. | compound | Sm TGR block | AMA1 RON2 block | HCV inh
1 | Cc1csc2nc(SCC(=O)Nc3ccccc3F)[nH]c(=O)c12 | -23% | 0% | -12%
2 | COc1ccc(NC(=O)C2CCC(CNS(=O)(=O)c3ccc(Br)s3)CC2)cc1OC (configuration not stated) | -1% | / | /
3 | CC(C)(C)c1cc(/C=N/NC(=O)C[n+]2ccccc2)cc(C(C)(C)C)c1O | -17% | -15% | ?
4 | Cc1ccc2ccccc2[n+]1CCCS(=O)(=O)[O-] | 10% | 13% | 1%
5 | N#Cc1ccccc1Sc1ccccc1C(=O)Nc1ccc2ccccc2c1 | -1% | -1% | ?
6 | CC(OC(=O)CCN=C1NS(=O)(=O)c2ccccc21)C(=O)c1ccccc1 (configuration not stated) | -4% | 9% | 8%
7 | CCCC(=O)Nc1c2c(nn1-c1ccc(F)cc1)CS(=O)(=O)C2 | 3% | 4% | 11%
8 | O=C(O)CCCCCn1c(O)c(C=C2N=c3ccccc3=N2)sc1=S | -21% | 8% | 11%
9 | N#Cc1ccc(OCC(=O)Nc2cc(S(=O)(=O)N3CCOCC3)ccc2N2CCOCC2)cc1 | 12% | -2% | 12%
10 | COc1cc(C2Nn3c(nnc3-c3ccccc3OC)S2)ccc1O (configuration not stated) | -19% | 55%[activator] | -10%
11 | Cc1ccc(C)c(NC(=O)COC(=O)c2ccc3ccccc3n2)c1 | -7% | 6% | 6%
12 | NC(=O)CC(NC(=O)Cc1cccc2ccccc12)c1ccc(NCCN2CCCC2)c([N+](=O)[O-])c1 (configuration not stated) | -1% | -4% | 23%

no. | Giardia FBPA inh | AmpC inh detg | HCMV inh
1 | / | -6% | 57
2 | / | 0% | -21
3 | -6% | -5% | -12
4 | -3% | -9% | 12
5 | -2% | 3% | 12
6 | / | ? | -14
7 | 16% | -18% | -17
8 | -1% | -10% | -80*
9 | 2% | -4% | -10
10 | -12% | -11% | 62
11 | / | -7% | -6
12 | -3% | ? | -24

# Entries by screen from the list.
# HCMV inh, entries 8 to 12: -80*, -10, 62, -6, -24
# AmpC inh detg, entries 8 to 12: -10%, -4%, -11%, -7%, ?

# Other compounds.
no. | compound | Sm TGR block | AMA1 RON2 block | HCV inh
13 | Cc1ccccc1NC(=O)c1ccc(N/N=C/c2ccccc2O)c([N+](=O)[O-])c1 | 9% | 2% | -26%
14 | CCCSc1nsc(NC(=O)c2cccnc2OCC)n1 | 0% | 30%[activator] | -19%
15 | COP(=O)(C#Cc1ccccc1)C(O)c1ccc(Br)cc1 (configuration not stated) | 5% | 6% | 7%
16 | CC1(c2nnc(-c3ccc(F)cc3)o2)CC(c2ccccc2)=NO1 (configuration not stated) | -1% | 7% | ?
17 | COc1cccc(CNC(=O)c2ccc(CS(=O)(=O)Cc3ccc(C)cc3)o2)c1 | -7% | -19% | 6%
18 | COc1ccc(CCC(=O)Nc2nc(-c3ccncc3)cs2)cc1 | 10% | / | /
19 | CC1CCc2sc(C(=O)NN)cc2C1 (configuration not stated) | 5% | 84%[activator] | 8%
20 | COC(=O)c1c[nH]c(=O)c2ccccc12 | -4% | -6% | 6%
21 | CC1CCN(C(=O)CSc2nnc(-c3ccco3)o2)CC1 | -2% | -1% | 12%
22 | CNC(=O)c1ccc2c(c1)N(Cc1cc(C)ccc1C)C(=O)c1ccccc1S2 | 1% | / | /
23 | Cc1ccc(C(=O)NC2CC(C)(C)NC(C)(C)C2)cc1S(=O)(=O)N1CCCCC1 | -1% | -5% | 1%
24 | Cc1cc(NC(=O)CSc2nc3cc(Cl)ccc3s2)no1 | -11% | -8% | 9%

no. | Giardia FBPA inh | AmpC inh detg | HCMV inh
13 | 1% | -15% | -84*
14 | -5% | 0% | 6
15 | -2% | -12% | 54
16 | -5% | -5% | -32
17 | 9% | 3% | -3
18 | 0% | -1% | /
19 | 0% | 5% | -23
20 | 2% | -6% | 2
21 | 0% | -7% | 22
22 | / | -2% | -31
23 | / | ? | -22
24 | 0% | -4% | -1

# Following part.
no. | compound | Sm TGR block | AMA1 RON2 block | HCV inh
25 | COc1cc(C#Cc2c(-c3cncn3C)n(C)c3ccc(Br)cc23)cc(OC)c1 | / | 4% | 1.1µM*
26 | CCOC(=O)c1c(/N=C/C2=C(O)CC(C)(C)CC2=O)sc(C)c1C | -6% | 6% | 15%
27 | C=CCc1ccc(OCc2ccc(C(=O)O)o2)c(OC)c1 | ? | -6% | 22%
28 | Fc1cccc(-c2c(-c3ccccc3)ncc3cc(F)ccc23)c1 | 45%[activator] | -2% | ?
29 | CCN1CCCC1CNC(=O)Cn1cccc1C(=O)c1ccccc1C (configuration not stated) | 1% | -11% | -3%
30 | COc1ccc(/C=C/C(=O)OCC(=O)N(C)CC(=O)Nc2ccc(C)cc2)c(OC)c1 | / | 11% | 8%
31 | Cc1ccc(OCc2nc(-c3ccc(C(=O)N4CCN(c5ccccc5)CC4)cc3)oc2C)cc1 | -2% | / | /
32 | CC(C)(C)NCC(O)COc1ccccc1C(=O)CCc1ccccc1 (configuration not stated) | 12% | 0% | -20%
33 | O=C(Nc1ncc2c(n1)-c1ccccc1CC2)c1ccccc1 | 11% | -12% | -27%
34 | COc1ccc(-n2cc(CNCC3CCOCC3)c(-c3cccc(F)c3)n2)cc1 | 8% | 0% | 4%
35 | CSc1ccc(CNC(=O)C2Cc3cc(S(=O)(=O)N4CCCC4)ccc3N2C(C)=O)cc1 (configuration not stated) | -23% | 4% | -28%
36 | Cc1onc(-c2ccccc2)c1C(=O)NCC1CCCO1 (configuration not stated) | -2% | -7% | 0%

no. | Giardia FBPA inh | AmpC inh detg | HCMV inh
25 | / | / | -9
26 | 6% | -13% | 11
27 | 11% | -3% | 180
28 | / | 2% | -9
29 | 0% | 0% | 1
30 | / | / | 33
31 | / | ? | 22
32 | -5% | -3% | ?
33 | -8% | -3% | 123
34 | 1% | 6% | -89*
35 | / | -9% | 21
36 | 0% | -22% | -14

# Later entries
no. | compound | Sm TGR block | AMA1 RON2 block | HCV inh
37 | O=C(N/N=C/c1ccccn1)c1ccc(NC(=O)c2ccccc2Cl)cc1 | 1% | 41%[activator] | ?
38 | COc1cc(NC(=O)C2C3CCC(O3)C2C(=O)O)cc(OC)c1 (configuration not stated) | -21% | 15% | -5%
39 | O=C(CSc1nnc(-c2cccs2)n1-c1ccccc1)N1CCCc2ccccc21 | -12% | 0% | ?
40 | COC(=O)c1cc(C(=O)Nc2cc(C)ccn2)cc([N+](=O)[O-])c1 | -19% | 0% | -17%
41 | CCOC(=O)C1(CC2CC2)CCN(S(=O)(=O)C[C@]23CC[C@H](CC2=O)C3(C)C)CC1 | -5% | 8% | 13%
42 | O=C(Nc1ccc(S(=O)(=O)N2CCOCC2)cc1)C1COc2ccccc2O1 (configuration not stated) | -18% | 2% | -28%
43 | COc1cc(CNc2ccc3[nH]c(=O)[nH]c3c2)ccc1OCC(=O)NC(C)(C)C | 3% | -5% | 11%&-15%
44 | COC(=O)c1ccsc1NC(=O)CN1CCN(c2ncccn2)CC1 | -13% | -9% | -6%
45 | Cc1cccc(N2CCN(C(=O)N3CCOCC3)CC2)c1C | 0% | 21% | -22%
46 | CCN(CC)CC#CC(O)(c1ccccc1)c1ccccc1 | 14% | -3% | -18%
47 | COC(c1ccc(Cl)cc1)(c1ccc(Cl)cc1)C(Oc1nccc(C)n1)C(=O)O (configuration not stated) | 0% | 0% | 3%
48 | CN1CC(=O)N(CC(=O)NCc2ccc(F)cc2)c2ccccc2C1=O | 8% | -7% | 18%

no. | Giardia FBPA inh | AmpC inh detg | HCMV inh
37 | -2% | -10% | 0
38 | 4% | -10% | -22
39 | 3% | 0% | -26
40 | -6% | 3% | -1
41 | 1% | 4% | 49
42 | 1% | ? | -17
43 | ? | ? | -16
44 | 5% | -16% | -8
45 | 0% | 2% | 5
46 | 2% | 4% | -2
47 | -8% | -13% | 5
48 | -3% | 0% | -2

# Whole records from above. Order of screens: Sm TGR block | AMA1 RON2 block | HCV inh | Giardia FBPA inh | AmpC inh detg | HCMV inh
# CCN(CC)CC#CC(O)(c1ccccc1)c1ccccc1 in the list: 14% | -3% | -18% | 2% | 4% | -2
# COC(=O)c1ccsc1NC(=O)CN1CCN(c2ncccn2)CC1 in the list: -13% | -9% | -6% | 5% | -16% | -8
# COc1cc(NC(=O)C2C3CCC(O3)C2C(=O)O)cc(OC)c1 (configuration not stated) in the list: -21% | 15% | -5% | 4% | -10% | -22

# Next structures.
no. | compound | Sm TGR block | AMA1 RON2 block | HCV inh
49 | O=C(c1cccc(Cl)c1)n1nc(-c2ccco2)nc1NCc1cccs1 | -27% | / | /
50 | CCOC(=O)c1ccc(S(=O)(=O)n2c(=O)oc3ccccc32)cc1 | 2% | -1% | -4%
51 | OCC1OC(n2cnc3c(NCc4ccco4)ncnc32)C(O)C1O (configuration not stated) | / | 3% | ?
52 | O=C(N/N=C/c1ccc(Cl)cc1Cl)C(=O)NC1CC1 | 21% | 6% | -1%
53 | CNC(=O)C1CCN(C(=O)N2CC(C)Oc3ccc(Cl)cc32)CC1 (configuration not stated) | -3% | / | /
54 | CCC(=O)N1CCc2cc(Br)cc(S(=O)(=O)NCc3ccccc3OC)c21 | 15% | -14% | 11%
55 | COc1ccc(CNC(=O)COC(=O)CCN2C(=O)C3CC=CCC3C2=O)cc1OC (configuration not stated) | -9% | -4% | -2%
56 | Cc1cccc(Sc2nc(-c3ccccc3)ccc2C#N)c1 | 2% | 27% | ?
57 | O=C(Nc1ccc(OC(F)(F)F)cc1)Oc1ccccc1N1CCOCC1 | -1% | -16% | 1%
58 | Cc1cccc(NC(=O)c2cc3c(=O)n4ccccc4nc3s2)c1 | -16% | -13% | ?
59 | CC1(C)NC(=O)N(CC(=O)OCC(=O)c2ccc(F)cc2)C1=O | -5% | -8% | 34%[activator]
60 | Cc1ccc2cc(CCNC(=O)c3ccc(Br)o3)c(=O)[nH]c2c1 | ? | 1% | -28%

no. | Giardia FBPA inh | AmpC inh detg | HCMV inh
49 | / | 13% | 32
50 | / | -6% | -37
51 | 0% | / | -81*
52 | 1% | -1% | 10
53 | / | 13% | 17
54 | 6% | 1% | 10
55 | / | -6% | 0
56 | 1% | 4% | 41
57 | -1% | -3% | -25
58 | 6% | -4% | ?
59 | / | ? | -8
60 | 5% | -3% | -9

# The list continues:
no. | compound | Sm TGR block | AMA1 RON2 block | HCV inh
61 | N/C(=N\OC(=O)Cc1ccccc1[N+](=O)[O-])c1cccnc1 | / | 1% | 12%
62 | CCOC(=O)N1CCN(C(=O)COc2ccc(Br)cc2)CC1 | -4% | 0% | 7%
63 | Cn1c(SCc2nc3ccccc3[nH]2)nnc1-c1cccs1 | 6% | 19% | -12%
64 | COC(=O)c1ccc(NC(=O)C[n+]2ccccc2C)cc1 | -21% | -4% | 13%
65 | Cc1cc(NC(=O)C(C)SCC(=O)OC(C)C(=O)Nc2ccc(F)cc2Cl)no1 (configuration not stated) | 1% | -2% | -17%
66 | O=C(NC(c1ccccc1)c1ccccc1)c1ccc(=O)[nH]n1 | 3% | 14% | 5%

no. | Giardia FBPA inh | AmpC inh detg | HCMV inh
61 | 2% | 2% | -1
62 | 3% | 0% | -33
63 | 10% | 6% | -23
64 | -23% | 2% | 16
65 | / | ? | -10
66 | 10% | -2% | -23

# Rows were taken by chance; about 9.3% have a hit in one of these screens.
